Source: PubChem (several laboratories)
p-CIP stab down: p/CIP protein destabilization | Q05BA5 | F442A p/CIP-EGFP cells, EGFP fluorescence, 16 h | decrease of EGFP signal, % at 10 µM | 0.01% of 290,000 active | AID 1984;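 active means EGFP signal decrease of at least 30% at 10 µM or well 3 SD below plate mean, unless failing retest; inactive means the rest, including hits failing retest or dose response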; further: some compounds called inactive have numbers as strong as hits; many of its hits are not listed in these tables
PfM18AAP inh: blocks P. falciparum M18 aspartyl aminopeptidase | recombinant PfM18AAP, H-Glu-NHMec fluorogenic cleavage | inhibition, % at 7.35 µM | 1.2% of 290,000 active;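 active means inhibition above the campaign mean inhibition over all tested compounds plus 3 SD, cut at about 28% in these data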;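 further: 0% = plate median of test compound wells and 100% = 2 mM ZnCl2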
IDE inh: inhibitors of human insulin-degrading enzyme in cells. HEK cells, FAbetaB cleavage, fluorescence polarization. inhibition, % at 5.59 µM. 0.41% of 320,000 active;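 active means percent inhibition above the average of all tested compounds plus 3 SD, set per screening campaign, cut at about 16% in these data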;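 further: IDE supplied by intact live HEK cells; FP after avidin binding of uncleaved biotin substrate so inhibition keeps polarization high; 0% = DMSO wells and 100% = 60 µM reference IDE inhibitor Ii1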
MEKK3 PB1 HTS: MEKK3-MEK5 PB1 interaction, increase or decrease | bead-based flow cytometry, Alexa488-MEK5 binding to MEKK3; actives lie on both sides; 0 = blocked by unlabeled MEK5, 100 = vehicle | binding response (% of control), % at 10 µM | Q99759 | 1.4% of 290,000 active;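 active means binding response more than 3 SD above or below the average of its plate-row segment, actives on both sides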;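 further: Alexa488 bead fluorescence after subtracting the streptavidin-only scavenger bead signal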
Target sequence (Q99759 whole entry, looked up): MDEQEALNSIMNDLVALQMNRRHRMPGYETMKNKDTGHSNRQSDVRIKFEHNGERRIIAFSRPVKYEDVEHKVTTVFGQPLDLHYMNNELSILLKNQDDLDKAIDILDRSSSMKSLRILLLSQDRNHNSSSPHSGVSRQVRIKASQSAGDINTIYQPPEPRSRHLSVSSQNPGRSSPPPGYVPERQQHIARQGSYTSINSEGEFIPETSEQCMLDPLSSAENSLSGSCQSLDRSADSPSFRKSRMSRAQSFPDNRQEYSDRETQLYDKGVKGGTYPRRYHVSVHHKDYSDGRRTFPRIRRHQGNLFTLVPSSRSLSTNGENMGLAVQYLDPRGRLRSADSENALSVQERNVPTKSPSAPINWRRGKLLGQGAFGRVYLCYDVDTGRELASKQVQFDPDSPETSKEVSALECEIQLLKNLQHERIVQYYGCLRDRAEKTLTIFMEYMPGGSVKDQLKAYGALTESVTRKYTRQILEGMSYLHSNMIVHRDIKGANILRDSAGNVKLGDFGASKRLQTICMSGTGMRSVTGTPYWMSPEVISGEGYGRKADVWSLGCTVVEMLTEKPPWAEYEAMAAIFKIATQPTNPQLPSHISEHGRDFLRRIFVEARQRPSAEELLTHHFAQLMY
IDE act: boosts human insulin-degrading enzyme activity in HEK cells; P14735; FAbeta-B cleavage, fluorescence polarization; 0% vehicle, 100% cell-free pure enzyme wells; activation, % at 5.96 µM; 0.073% of 340,000 active;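 active means activation above the mean of all tested compounds plus 3 SD, set per screening campaign, cut at about 17% in these data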
SUMO HTRF inh: SUMOylation inhibition; P63279; HTRF SUMOylation assay, SAE1/SAE2 + UBC9, in vitro; inhibition, % at 35 µM; 0.36% of 290,000 active; in the data active means inhibition above about 50%, passing the limit was not always enough; further: strong numbers were not always called active
Target sequence (P63279 whole entry, looked up): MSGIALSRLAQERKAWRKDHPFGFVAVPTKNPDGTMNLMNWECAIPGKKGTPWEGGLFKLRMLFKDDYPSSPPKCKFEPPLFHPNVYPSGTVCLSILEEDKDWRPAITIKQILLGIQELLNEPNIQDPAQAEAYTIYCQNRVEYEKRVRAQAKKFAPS
MEKK2 mut-MEK5: signal of MEK5 binding to mutant human MEKK2 PB1 domain; bead flow cytometry, Alexa488-MEK5 binding to MEKK2 mutant; percent response, % at 10 µM; 0.35% of 290,000 active; AID 1530; in the data active means percent response above about 24%, passing the limit was not always enough; further: inactives centre near 1; some results filed as inactive read as strong as hits; reference of the scale not given here
MEKK2wt PB1 HTS: raises or lowers MEK5 binding to wildtype human MEKK2 PB1 domain; bead flow cytometry, Alexa488-MEK5 binding to MEKK2 WT; actives lie on both sides; binding response (% of control), % at 10 µM; 1.1% of 290,000 active; AID 1531; Q9Y2U5; in the data active means binding response below about 67% or above about 130%
NALP1 inh: NALP1 inhibition. S. cerevisiae NALP1/ASC/caspase-1 growth, X-gal OD620, 72 h. inhibition, % at 10 µM. 0.61% of 280,000 active; in the data active means inhibition mostly above about 24%, no sharp cut-off; inactive means mostly below about 32%; further: some compounds called inactive have numbers as strong as hits
* marks the source's active call; other numbers are inactive results; . = not tested or not shown; [ ] = dose if it differs, or a comment.

SMILES | p-CIP stab down | PfM18AAP inh | IDE inh | MEKK3 PB1 HTS | IDE act | SUMO HTRF inh | MEKK2 mut-MEK5 | MEKK2wt PB1 HTS | NALP1 inh
Cc1cc(C(=O)CSc2nnnn2C)c(C)n1-c1ccc2c(c1)OCCO2 | -29.3 | 10.7 | -2.4 | 99.0 | 12.4 | -4.0 | -2.0 | 93.0 | 11.6
O=C(Nn1c(SCc2ccc([N+](=O)[O-])cc2)nc2ccccc2c1=O)c1ccc(F)cc1 | -15.3 | -3.2 | 4.5 | 95.0 | -4.1 | 26.0 | -4.0 | 95.0 | -6.2
COC(=O)C1CCN(S(=O)(=O)Cc2ccccc2Cl)CC1 | -1.1 | -7.6 | . | 100.0 | 2.2 | 11.2 | 1.0 | 104.0 | -2.2
O=C(NCc1ccco1)c1cc2ccc(O)cc2oc1=O | -4.0 | 28.4* | -0.6 | 107.0 | 4.5 | 38.5 | 15.0 | 111.0 | -2.0
O=C(/C(=N\O)n1cncn1)c1ccc(Br)cc1Br | 11.2 | 23.1 | 3.3 | . | -6.2 | -7.0 | . | . | 26.0
Cc1ccc(NC(=S)N2CCN(S(C)(=O)=O)CC2)cc1C | -10.3 | -5.4 | . | 106.0 | -5.8 | 7.3 | 10.0 | 108.0 | 5.7
CSc1cccc(NS(=O)(=O)c2ccccc2)c1 | -2.7 | -0.3 | 3.3 | 105.0 | 3.5 | -0.1 | 9.0 | 104.0 | 24.0
O=C(c1cc(-c2ccc(Cl)cc2)on1)N1CCN(c2ccc(F)cc2)CC1 | 8.0 | 1.3 | 3.3 | 102.0 | 2.9 | -4.3 | 1.0 | 103.0 | 16.5
COc1ccc(Cl)cc1NC(=O)CN(c1ccccc1)S(=O)(=O)N(C)C | -8.6 | -8.1 | 5.9 | 106.0 | -4.3 | -3.5 | 2.0 | 105.0 | 0.8
Cc1cccc(C)c1-n1c(C)cc(/C=N/NC(=O)c2ccncc2)c1C | 18.6 | 4.6 | 4.9 | 107.0 | -1.4 | -5.8 | 5.0 | 106.0 | 1.6
COc1ccc(OC)c(NC(=O)CCn2ccnc2)c1 | 4.2 | 0.9 | 2.5 | 100.0 | 1.0 | -13.7 | 5.0 | 101.0 | 15.3
Cn1c(SCC(=O)NNC(=O)Cc2ccccc2)nc2ccccc2c1=O | -8.4 | 3.0 | 2.0 | 119.0 | -0.2 | 7.5 | 0.0 | 111.0 | 14.6
Cc1ccn2c(C(=O)N/N=C/c3ccc(CNC(=O)C(=O)Nc4ccc(C)c(C)c4)o3)c(C)nc2c1 | -12.6 | -1.2 | 4.6 | 79.0 | . | -12.2 | 0.0 | 106.0 | 20.1
CN(C)S(=O)(=O)c1ccc(S(=O)(=O)N(CC(=O)Nc2ccccc2)CC2CCCO2)cc1 (stereo not given) | 11.2 | 2.5 | -2.6 | 95.0 | 3.6 | 5.2 | -2.0 | 97.0 | 13.2
O=C(N/N=C/c1ccccc1)C(=O)N/N=C/c1ccccc1 | 1.2 | 15.1 | 2.4 | 101.0 | 0.7 | 17.6 | 8.0 | 102.0 | -5.1
NC(=O)c1ccc(Nc2nnc(-c3ccc(O)cc3)c3ccccc23)cc1 | 6.5 | 5.0 | -6.8 | 106.0 | 6.4 | 3.6 | -3.0 | 102.0 | 13.0
CCOc1ccccc1N1CCN(C(=O)c2cc[n+]([O-])cc2)CC1 | -14.4 | 2.1 | -2.2 | 103.0 | 0.6 | -9.0 | 1.0 | 106.0 | 9.7
COc1ccc(-n2c(Cc3cccn3C)nnc2SCC(=O)NCc2ccccc2Cl)cc1 | 3.8 | 5.6 | 2.2 | 96.0 | 9.4 | 4.3 | 1.0 | 93.0 | 20.3
O=S(=O)(c1cccs1)N1CCC(CO)(Cc2cccc(F)c2)CC1 | -15.8 | -2.0 | -5.2 | 86.0 | 2.6 | 15.3 | -6.0 | 91.0 | 17.7
Cc1ccc(C)c(CSc2nnc(CCN)o2)c1 | 3.9 | 1.3 | 7.4 | 98.0 | 3.3 | 2.4 | -4.0 | 99.0 | 2.8
O=C(Cn1nc(CNc2ccc(Cl)cc2)[n+]2c1CCCCC2)c1ccccc1 | 1.5 | -9.0 | 2.3 | 114.0 | -4.5 | -9.2 | 39.0 | 130.0 | .
CCCCN(C)Cc1c(C)[nH]c2ccccc2c1=O | -2.4 | 3.0 | -4.9 | 98.0 | -4.3 | 10.4 | -1.0 | 97.0 | -3.4
Cc1cccc(S(=O)(=O)NC(Cc2c[nH]c3ccccc23)C(=O)O)c1 (stereo not given) | 4.9 | -1.7 | -5.6 | 131.0* | -1.1 | 1.8 | 0.0 | 109.0 | .
O=C(NNS(=O)(=O)c1ccc(F)cc1)c1cccc(O)c1 | 3.7 | 23.2 | -0.2 | 102.0 | 2.6 | 14.7 | -3.0 | 99.0 | 9.1
COc1ccccc1C(=O)NC(C)c1cccc2ccccc12 (stereo not given) | -14.7 | 5.3 | 1.5 | 102.0 | 0.9 | -4.1 | 9.0 | 98.0 | -15.5
CCOc1ccccc1N(C(=O)CNC(=O)c1ccco1)C(C(=O)NC1CCCC1)c1cccnc1 (stereo not given) | -5.9 | -9.7 | -1.7 | 106.0 | 2.2 | 9.1 | 3.0 | 108.0 | 17.2
O=C1c2ccccc2C(=O)N1CC1=CCS(=O)(=O)C1 | -10.7 | -3.4 | -3.1 | 117.0 | 7.7 | 0.5 | 4.0 | 122.0 | 0.3
COCCCn1cc(C(=O)c2cc(Br)ccc2O)cc(C#N)c1=O | -6.1 | 2.5 | 3.1 | 99.0 | 0.7 | -11.0 | 0.0 | 99.0 | 1.6
COc1ccc(C2NC(=O)CS2)cc1 (stereo not given) | -5.1 | 24.7 | 5.7 | 126.0 | -5.1 | -19.1 | 4.0 | 113.0 | 2.4
O=C(O)CCSc1nnc(SCC(=O)NCC(F)(F)F)s1 | -1.3 | -10.4 | -2.4 | 93.0 | 5.9 | -6.5 | -2.0 | 94.0 | 41.2
Cc1cccn2c(=O)c3cc(C(=O)NCCc4ccccc4)sc3nc12 | 16.6 | 2.5 | -2.2 | 102.0 | -3.5 | 13.9 | 1.0 | 102.0 | 17.6
CCOC(=O)Cc1csc(NC(=O)c2c(O)c3ccccc3n(CC(C)C)c2=O)n1 | -34.9 | 4.1 | -7.0 | 73.0*[inhibitor] | 9.5 | 17.3 | -9.0 | 78.0 | 26.1
CCOc1ccc(C(=O)Nc2ccc(CN3CCOCC3)cc2)cc1Cl | -3.1 | -2.2 | . | 103.0 | -3.0 | 9.9 | 4.0 | 107.0 | 14.3
Cc1ccc(OCC(=O)Nc2ccc3c(c2)nc(CCN2CCCCC2)n3C)cc1 | 6.8 | -6.2 | 9.4 | 100.0 | -0.6 | -2.9 | 4.0 | 112.0 | 22.8
CCOC(=O)CNc1nc(Cl)nc(Nc2ccccc2)n1 | -12.0 | -2.0 | -0.2 | 93.0 | 6.2 | -17.7 | -12.0 | 99.0 | 5.3
Cc1ccc(C(=O)CN(C(=O)c2ccc(Cl)c(Cl)c2)N2C(=O)C3CCCCC3C2=O)cc1 (stereo not given) | -9.1 | 0.1 | 1.6 | 75.0 | 2.7 | 12.5 | -10.0 | 81.0 | 14.9
CCS(=O)(=O)C1=NSC2=NC(=O)/C(=C\c3ccc(OC(=O)c4ccco4)cc3)C(=N)N21 | -7.7 | 3.4 | 1.6 | 94.0 | -3.4 | 6.8 | -3.0 | 89.0 | -0.2
C=C(C)Cn1c(CCNC(=O)CCC)nc2ccccc21 | -3.8 | -9.5 | -6.9 | 103.0 | -0.2 | 22.4 | 1.0 | 105.0 | -0.7
O=C(Nc1ccc2c(c1)CCCN2C(=O)c1cccs1)c1c(F)cccc1Cl | 3.7 | -3.5 | 4.9 | 94.0 | -9.6 | -4.3 | -5.0 | 96.0 | 31.3
CCOc1ccc(Nc2nc(N3CCCC3)nc(N3CCN(c4ccc(OC)cc4)CC3)n2)cc1 | -1.4 | -11.0 | 0.8 | 102.0 | 1.8 | -3.3 | 1.0 | 109.0 | 9.6

Ordered by count of non-hydrogen atoms (ascending): three of the compounds above
SMILES | p-CIP stab down | PfM18AAP inh | IDE inh | MEKK3 PB1 HTS | IDE act | SUMO HTRF inh | MEKK2 mut-MEK5 | MEKK2wt PB1 HTS | NALP1 inh
O=C1c2ccccc2C(=O)N1CC1=CCS(=O)(=O)C1 | -10.7 | -3.4 | -3.1 | 117.0 | 7.7 | 0.5 | 4.0 | 122.0 | 0.3
O=C(O)CCSc1nnc(SCC(=O)NCC(F)(F)F)s1 | -1.3 | -10.4 | -2.4 | 93.0 | 5.9 | -6.5 | -2.0 | 94.0 | 41.2
CCOc1ccccc1N(C(=O)CNC(=O)c1ccco1)C(C(=O)NC1CCCC1)c1cccnc1 (stereo not given) | -5.9 | -9.7 | -1.7 | 106.0 | 2.2 | 9.1 | 3.0 | 108.0 | 17.2

Continued:
SMILES | p-CIP stab down | PfM18AAP inh | IDE inh | MEKK3 PB1 HTS | IDE act | SUMO HTRF inh | MEKK2 mut-MEK5 | MEKK2wt PB1 HTS | NALP1 inh
COc1ccc(NC(=O)c2ccc3c(c2)n(C)c(=O)n3C)cc1 | 3.3 | -1.5 | 0.8 | 107.0 | 3.2 | 4.0 | 6.0 | 101.0 | 34.8
COc1ccc(C(=O)NC(=S)NCc2cccnc2)cc1[N+](=O)[O-] | 8.6 | 1.2 | 7.1 | 115.0 | 6.8 | 3.4 | 0.0 | 98.0 | 7.6
CCc1ccc(-c2nc(CSCC(=O)NC3CC3)c(C)o2)cc1 | 1.9 | -0.5 | -2.0 | 101.0 | -0.1 | 9.3 | 1.0 | 104.0 | 15.3
COc1ccc(-n2c(=S)[nH]c3cc(C(=O)NCCCN4CCCC4=O)ccc3c2=O)cc1OC | -2.8 | 10.8 | 5.0 | 97.0 | 1.8 | 2.6 | -2.0 | 94.0 | 8.0
COc1ccc(NC(=O)Cn2nc(C(=O)O)c3ccccc3c2=O)cc1Cl | 2.9 | -3.7 | -3.2 | 100.0 | 5.0 | 7.2 | 1.0 | 104.0 | -3.1
O=C(O)CCC(=O)NNC(=O)c1ccc([N+](=O)[O-])cc1 | -6.5 | -8.4 | -1.5 | 117.0 | 5.1 | 29.0 | 5.0 | 114.0 | .
Cc1ccc2ccc(S(=O)(=O)n3nc(C)cc3C)cc2c1 | -17.4 | -3.0 | -4.4 | 100.0 | 4.4 | 6.1 | 0.0 | 103.0 | 28.7
Cc1cccc(NNC(=O)c2c(F)cccc2Cl)c1 | 14.6 | 18.5 | 2.5 | 91.0 | 11.8 | 3.7 | -9.0 | 94.0 | 8.6
CC(=O)C(Sc1nccc(-c2cccs2)n1)C(C)=O | 3.0 | 7.1 | 0.9 | 105.0 | -2.5 | -3.8 | -1.0 | 102.0 | -12.0
CC(C)CC(=O)Nc1nnc(CCc2ccccc2)s1 | -2.6 | 2.5 | 1.4 | 102.0 | 2.5 | 1.8 | 4.0 | 103.0 | 13.5
CC(C)OCCCNC(=O)CN1C(=O)CSc2ccc(S(=O)(=O)N3CCCCC3)cc21 | -1.1 | -3.8 | -2.9 | 102.0 | 4.0 | . | -1.0 | 96.0 | 21.8
CSc1nsc(SCC(=O)Nc2ccc(C(N)=O)cc2)n1 | -7.1 | -6.2 | 9.9 | 99.0 | 3.3 | -0.7 | 4.0 | 97.0 | 5.6
CC(C)CNC(=O)CSc1n[nH]c(=O)n1CCc1ccccc1 | -3.1 | -2.2 | 2.1 | 103.0 | -0.4 | -2.0 | 5.0 | 104.0 | 17.2
CNC(=S)NC1CC2CCC(C1)N2Cc1ccccc1 (stereo not given) | 10.9 | -3.4 | -0.4 | 96.0 | 1.4 | -7.3 | -1.0 | 99.0 | 3.8
CCn1c(=O)c2sccc2n2c(CCCC(=O)NCc3cccnc3)nnc12 | -6.3 | -1.7 | 2.3 | 103.0 | -1.3 | 13.3 | 7.0 | 106.0 | 8.0

The list is partial. The share of hits here may be higher or lower than overall.
